mIAP block: blocks mouse intestinal alkaline phosphatase; purified mouse IAP, CDP-Star luminescence, 30 min; inhibition, % at 10 µM; 0.2% of 330,000 active;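 active means inhibition of at least 40% at 10 µM in the primary screen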;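 further: plate controls were DMSO with enzyme for no effect and no enzyme wells for full effect; values of inactives mirror those of a sister screen read the other way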
SENP1 inh: SENP1 (human) catalytic domain inhibition | Q9P0U3 | recombinant SENP1 catalytic domain, CyPet-SUMO1-YPet FRET cleavage | inhibition, % at 10 µM | 0.21% of 360,000 active;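 active means inhibition at least 30% at 10 µM, raw YFP signal under a set limit, fluorescence ratio 0.5 to 1.5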;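 further: 0% = enzyme with DMSO and 100% = no enzyme wells; some results filed as inactive read as strong as hits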
Target sequence (Q9P0U3 419-644 limits assumed): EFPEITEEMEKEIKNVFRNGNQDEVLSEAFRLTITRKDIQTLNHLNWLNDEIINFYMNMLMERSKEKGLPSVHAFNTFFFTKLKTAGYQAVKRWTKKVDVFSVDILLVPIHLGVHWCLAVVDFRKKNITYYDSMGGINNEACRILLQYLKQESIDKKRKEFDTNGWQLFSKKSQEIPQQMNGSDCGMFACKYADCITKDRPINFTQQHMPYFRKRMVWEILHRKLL
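Test system: human SENP1 catalytic domain; medium: Tris pH 8 buffer plus EDTA, NaCl, BME, BSA, NP40, catalase; incubation: 50 min reaction at room temperature; technique: FRET, CFP and YFP emission; controls: no-enzyme low control and enzyme-plus-DMSO high control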
mIAP act: mouse IAP activation. muIAP, CDP-Star luminescence, 30 min; active compounds read high; 1 = vehicle-only enzyme signal, 0 = enzyme-free wells. activation factor at 10 µM. 0.24% of 330,000 active;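 active means activation factor of at least 2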; further: the source names both 10 and 20 µM as test concentration; values of inactives mirror those of a sister screen read the other way
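System: mouse IAP enzyme. Reagent: CDP-Star chemiluminescent phosphatase substrate. Benchmarks: DMSO wells, no-enzyme wells. Times: 30 min enzyme-substrate-compound incubation at room temperature. Detection: luminescence from enzymatic CDP-Star hydrolysis. Doses: test compounds delivered from DMSO solution.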
hIAP act: increases human intestinal alkaline phosphatase activity; purified human IAP, CDP-Star luminescence, 30 min; active compounds read high; 1 = vehicle-only enzyme, 0 = enzyme-free background; activation factor at 10 µM; 0.16% of 330,000 active;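 active means activation factor of the enzyme at least 2-fold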; further: the source names both 10 and 20 µM as test concentration; values of inactives mirror those of a sister screen read the other way
Target sequence (P09923 whole entry, looked up): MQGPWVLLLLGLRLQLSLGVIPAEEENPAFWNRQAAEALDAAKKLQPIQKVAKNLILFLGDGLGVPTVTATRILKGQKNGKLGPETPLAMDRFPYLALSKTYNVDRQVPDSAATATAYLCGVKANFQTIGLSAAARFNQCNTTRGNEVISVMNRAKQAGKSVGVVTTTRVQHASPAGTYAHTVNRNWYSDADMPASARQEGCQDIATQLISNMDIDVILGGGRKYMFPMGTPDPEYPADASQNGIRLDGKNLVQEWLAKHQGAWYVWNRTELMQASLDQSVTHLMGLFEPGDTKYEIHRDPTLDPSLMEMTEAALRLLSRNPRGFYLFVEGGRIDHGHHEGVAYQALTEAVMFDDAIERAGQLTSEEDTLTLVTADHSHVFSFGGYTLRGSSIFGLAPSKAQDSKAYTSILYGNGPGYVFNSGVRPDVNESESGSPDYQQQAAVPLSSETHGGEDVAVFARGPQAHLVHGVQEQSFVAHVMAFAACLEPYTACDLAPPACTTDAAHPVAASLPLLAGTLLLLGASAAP
hIAP block: human IAP inhibition. P09923. inhibition, % at 10 µM. 0.12% of 330,000 active. purified IAP, CDP-Star luminescence, 30 min;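 active means inhibition reaching a set limit with compound at 10 µM in the primary screen, cut at about 35% in these data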;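 further: plate controls were DMSO wells with enzyme for no effect and no-enzyme buffer wells for full effect; values of inactives mirror those of a sister screen read the other way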
APOBEC3G inh: APOBEC3G (human) deaminase inhibition | Q9HC16 | recombinant A3G, ssDNA deamination FAM/TAMRA fluorescence | inhibition, % at 20 µM | 0.28% of 330,000 active | AID 493012;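 active means inhibition of at least 40% at 20 µM, with no more than 30% in the related APOBEC3A deaminase screen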;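 further: plate controls were DMSO wells with A3G for no effect and wells lacking A3G enzyme for full effect; some compounds called inactive have numbers as strong as hits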
beta cell repl: inducers of beta-cell replication in MIN6 cells | MIN6 cells proliferation, ATPlite luminescence, 48 h; cells starved in 0.2% serum; 100% = growth in 10% serum | proliferation, % at 10 µM | 0.29% of 330,000 active | AID 2380;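 active means compounds whose signal lies at least 3.5 SD above the mean of all wells on their plate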;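 further: 0% = DMSO-treated cells in low-serum medium and 100% = 10% serum control; some compounds called inactive have numbers as strong as hits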
NALP3 yeast inh: NALP3 inhibition in yeast; inhibition, % at 10 µM; Yeast reconstituted NLRP3/ASC/caspase-1, beta-gal luminescence, 24 h; AID 2825; 0.39% of 330,000 active;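 active means inhibition of 50% or more; inactive means inhibition below 50%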;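 further: plate controls were induced DMSO wells for no effect and uninduced yeast grown without galactose for full effect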
A3A deaminase: blocks human APOBEC3A ssDNA deamination; P31941; recombinant A3A, FAM/TAMRA ssDNA deamination fluorescence; inhibition, % at 20 µM; 0.41% of 330,000 active; AID 493011;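 active means at least 40% inhibition at 20 µM here, with at most 30% in a related deaminase screen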;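 further: plate controls were A3A with DMSO for no effect and wells lacking A3A enzyme for full effect; some results filed as inactive read as strong as hits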
Target sequence (P31941 whole entry, looked up): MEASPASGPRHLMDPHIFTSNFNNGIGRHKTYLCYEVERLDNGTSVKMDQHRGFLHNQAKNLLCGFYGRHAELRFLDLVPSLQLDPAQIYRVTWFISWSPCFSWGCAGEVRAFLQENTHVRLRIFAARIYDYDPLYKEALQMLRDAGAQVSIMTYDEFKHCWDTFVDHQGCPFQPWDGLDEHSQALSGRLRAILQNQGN
Active calls of the source: *. This is a subset; rates above refer to the full screens.

Screening c1ccc(-c2c3ccccc3nc3[nH]c4ccccc4c23)cc1 returned mIAP block 0, SENP1 inh -119, mIAP act 0.99, hIAP act 1.3, hIAP block -33, APOBEC3G inh 15, beta cell repl -8, NALP3 yeast inh 30 and A3A deaminase 2.
O=C(Oc1ccc(Cl)c2cccnc12)N1CCCCCC1 was read as mIAP block 11, SENP1 inh 1, mIAP act 0.89, hIAP act 0.95, hIAP block 5, APOBEC3G inh -5, beta cell repl -5, NALP3 yeast inh 8 and A3A deaminase -4.
Screening O=c1nc(N(c2ccccc2)c2ccccc2)[nH]c(=O)[nH]1 returned mIAP block 8, SENP1 inh 1, mIAP act 0.93, hIAP act 0.98, hIAP block 2, APOBEC3G inh -12, beta cell repl 0, NALP3 yeast inh 15 and A3A deaminase -3.
Screening CN(C)C(=O)CCC(=O)N(C)CC1CCCN(CCc2ccc(F)cc2)C1 (configuration not stated) returned mIAP block -8, SENP1 inh 0, mIAP act 1.1, hIAP act 1.2, hIAP block -17, APOBEC3G inh 3, beta cell repl -2, NALP3 yeast inh 15 and A3A deaminase -7.
CC(C)(C)c1ccc(C(=O)NNC(=O)c2ccccc2Br)cc1 was read as mIAP block 4, SENP1 inh 0, mIAP act 0.95, hIAP act 1, hIAP block -2, APOBEC3G inh -3, beta cell repl -3, NALP3 yeast inh 13 and A3A deaminase 2.
`CCOC(=O)c1c(C)[nH]c(C(=O)NNC(=O)c2ccc(Br)cc2)c1C` gave mIAP block 21, SENP1 inh -4, mIAP act 0.79, hIAP act 1.2, hIAP block -18, APOBEC3G inh -1, beta cell repl -3, NALP3 yeast inh 19 and A3A deaminase -4.
Screening Cc1ccc(S(=O)(=O)NCC2CCC(C(=O)NCc3cccs3)CC2)cc1 (configuration not stated) returned mIAP block -17, SENP1 inh 0, mIAP act 1.2, hIAP act 1.1, hIAP block -8, APOBEC3G inh -6, beta cell repl 0, NALP3 yeast inh 6 and A3A deaminase 2.
For c1nc(NC2CCCCC2)c2[nH]cnc2n1 the results were mIAP block 7, SENP1 inh 0, mIAP act 0.93, hIAP act 1.8, hIAP block -75, APOBEC3G inh -8, beta cell repl 1, NALP3 yeast inh 11 and A3A deaminase 0.
For COc1ccc(S(=O)(=O)NC(CCSC)C(=O)NC2CCCCC2)cc1 (configuration not stated) the results were mIAP block 7, SENP1 inh -2, mIAP act 0.93, hIAP act 1.1, hIAP block -10, APOBEC3G inh -2, beta cell repl -1, NALP3 yeast inh 4 and A3A deaminase 0.
CCOc1cc(CNc2ncn[nH]2)ccc1OCC(=O)NC(C)(C)C was read as mIAP block 2, SENP1 inh 2, mIAP act 0.98, hIAP act 1.3, hIAP block -27, APOBEC3G inh -13, beta cell repl 2, NALP3 yeast inh 12 and A3A deaminase -2.
`CCn1c(-c2ccccc2Cl)nn(CC(=O)NCCc2ccccc2)c1=S` gave mIAP block -2, SENP1 inh 3, mIAP act 1, hIAP act 1.1, hIAP block -12, APOBEC3G inh -7, beta cell repl 0, NALP3 yeast inh 6 and A3A deaminase 2.
`O=C(COC(=O)c1cc(S(=O)(=O)N2CCOCC2)ccc1F)NCCc1ccc(F)cc1` gave mIAP block 2, SENP1 inh 2, mIAP act 0.98, hIAP act 1.3, hIAP block -27, APOBEC3G inh -3, beta cell repl 3, NALP3 yeast inh 5 and A3A deaminase 0.
For O=C(c1cc([N+](=O)[O-])cc([N+](=O)[O-])c1)N(Cc1nnc(-c2ccccc2Cl)o1)C1CC1 the results were mIAP block 10, SENP1 inh 2, mIAP act 0.9, hIAP act 1.1, hIAP block -5, APOBEC3G inh 0, beta cell repl -2, NALP3 yeast inh 20 and A3A deaminase 4.
`O=[N+]([O-])/C=C\c1ccc(N2CCOCC2)cc1` gave mIAP block -2, SENP1 inh 4, mIAP act 1, hIAP act 1.1, hIAP block -7, APOBEC3G inh 20, beta cell repl -6, NALP3 yeast inh 10 and A3A deaminase 12.
Screening CC#CCN1c2ccccc2[C@]23C[C@@H](C(=O)OC)N(C(=O)NC(C)(C)C)C2=NC(C(=O)OC)=C(C(=O)OC)[C@H]13 returned mIAP block -1, SENP1 inh 1, mIAP act 1, hIAP act 0.99, hIAP block 1, APOBEC3G inh -7, beta cell repl -6, NALP3 yeast inh 10 and A3A deaminase -1.
Screening O=C1CN(C(=O)c2c(F)cccc2F)C(c2ccc(F)cc2)c2cc(Br)ccc2N1 (configuration not stated) returned mIAP block 2, SENP1 inh 1, mIAP act 0.98, hIAP act 0.97, hIAP block 3, APOBEC3G inh 1, beta cell repl -5, NALP3 yeast inh -6 and A3A deaminase 0.
`C#CCOCCOCCOCCNc1nc(N2CCN(C(=O)[C@H](CCC(=O)O)n3cc(CN)nn3)CC2)nc(N2CCN(C(=O)[C@H](CCCN=C(N)N)n3cc(C(N)[C@@H](C)CC)nn3)CC2)n1` (some centres not stated) gave mIAP block -2, SENP1 inh 0, mIAP act 1, hIAP act 0.96, hIAP block 4, APOBEC3G inh -5, beta cell repl 5, NALP3 yeast inh 4 and A3A deaminase -5.
For CC1Oc2ccccc2C=C1C1/C(=C(/O)c2ccccc2)C(=O)C(=O)N1CCCN(C)C (configuration not stated) the results were mIAP block 6, SENP1 inh -28, mIAP act 0.94, hIAP act 0.89, hIAP block 11, APOBEC3G inh -6, beta cell repl 1, NALP3 yeast inh 2 and A3A deaminase -5.
Screening CCOc1ccc(-c2nc(CS(=O)(=O)CC(=O)NCc3ccc(F)cc3)c(C)o2)cc1 returned mIAP block -9, SENP1 inh 2, mIAP act 1.1, hIAP act 0.97, hIAP block 3, APOBEC3G inh -7, beta cell repl -4, NALP3 yeast inh 7 and A3A deaminase -2.
For O=C(Cn1c(=O)oc2ccccc21)NC(=O)NCc1ccccc1 the results were mIAP block 16, SENP1 inh 3, mIAP act 0.84, hIAP act 0.89, hIAP block 11, APOBEC3G inh -6, beta cell repl -4, NALP3 yeast inh 9 and A3A deaminase 12.
Screening O=C(Nc1ccc2c(c1)CCC2)c1cc(S(=O)(=O)N2CCN(c3ccccc3)CC2)ccc1Cl returned mIAP block -5, SENP1 inh 1, mIAP act 1.1, hIAP act 0.91, hIAP block 9, APOBEC3G inh -7, beta cell repl -3, NALP3 yeast inh 20 and A3A deaminase -3.
For Nc1nonc1-c1nc2ccccc2n1CCC(=O)O the results were mIAP block 6, SENP1 inh -19, mIAP act 0.94, hIAP act 0.88, hIAP block 12, APOBEC3G inh -9, beta cell repl 0, NALP3 yeast inh -9 and A3A deaminase -3.
For O=C(Nc1cccnc1)Nc1ccc2c(c1)OCO2 the results were mIAP block 3, SENP1 inh 1, mIAP act 0.97, hIAP act 0.88, hIAP block 12, APOBEC3G inh -6, beta cell repl -2, NALP3 yeast inh 13 and A3A deaminase -1.
COc1ccc(O)c(C(=O)c2cnn(C(=O)c3cccc(N(C)C)c3)c2)c1 was read as mIAP block 0, SENP1 inh -52, mIAP act 1, hIAP act 1, hIAP block -4, APOBEC3G inh -4, beta cell repl -5, NALP3 yeast inh 7 and A3A deaminase -2.
`COc1cc(C)ccc1OCCOCCOc1ccc(C)cc1[N+](=O)[O-]` gave mIAP block -1, SENP1 inh 0, mIAP act 1, hIAP act 0.99, hIAP block 1, APOBEC3G inh -4, beta cell repl 0, NALP3 yeast inh 44 and A3A deaminase 0.
CCC(=O)N1c2ccc(S(=O)(=O)CCC(=O)N3CCn4c3nc3ccccc34)cc2CC1C (configuration not stated) was read as mIAP block -5, SENP1 inh 2, mIAP act 1, hIAP act 1, hIAP block -2, APOBEC3G inh -7, beta cell repl -7, NALP3 yeast inh -15 and A3A deaminase -3.
O=C(C1CCN(S(=O)(=O)c2cccc3nsnc23)CC1)N1CC=C(c2ccccc2)CC1 was read as mIAP block 5, SENP1 inh 9, mIAP act 0.95, hIAP act 0.98, hIAP block 2, APOBEC3G inh -9, beta cell repl -2, NALP3 yeast inh 11 and A3A deaminase -7.
O=C(CCCCCN1C(=O)c2ccccc2C1=O)Oc1ccc2c3c(c(=O)oc2c1)CCC3 was read as mIAP block 2, SENP1 inh -56, mIAP act 0.98, hIAP act 1, hIAP block -2, APOBEC3G inh -6, beta cell repl 0, NALP3 yeast inh 10 and A3A deaminase -2.
CCOc1cccc(NC(=O)C2CCCN(S(=O)(=O)c3ccc(OC)cc3)C2)c1 (configuration not stated) was read as mIAP block -23, SENP1 inh 2, mIAP act 1.2, hIAP act 0.87, hIAP block 13, APOBEC3G inh -8, beta cell repl -1, NALP3 yeast inh 0 and A3A deaminase 0.
For Cc1oc(C(=O)Nc2ccc(O)cc2)cc1COc1ccccc1 the results were mIAP block 8, SENP1 inh 2, mIAP act 0.93, hIAP act 0.79, hIAP block 21, APOBEC3G inh -2, beta cell repl -1, NALP3 yeast inh 30 and A3A deaminase 0.
`O=C(CCC(=O)NNC(=O)COc1ccc(Br)cc1)NCc1ccccc1` gave mIAP block 16, SENP1 inh 4, mIAP act 0.84, hIAP act 1.7, hIAP block -68, APOBEC3G inh -3, beta cell repl -3, NALP3 yeast inh 0 and A3A deaminase 2.
`O=C(NC1CCCCC1)C(c1ccc2ncccc2c1)N(Cc1ccc(F)cc1)C(=O)c1ccc2c(c1)OCCO2` (configuration not stated) gave mIAP block -8, SENP1 inh 1, mIAP act 1.1, hIAP act 1, hIAP block -4, APOBEC3G inh -4, beta cell repl -4, NALP3 yeast inh -11 and A3A deaminase -3.
`O=C(CN1CCCN(Cc2ccc(F)cc2Cl)C1=O)NC1CCCCCC1` gave mIAP block -2, SENP1 inh 0, mIAP act 1, hIAP act 1.7, hIAP block -70, APOBEC3G inh -3, beta cell repl -2, NALP3 yeast inh -4 and A3A deaminase -3.
`O=C(O)c1ccccc1S(=O)(=O)NCC(O)COc1ccc(Br)cc1` (configuration not stated) gave mIAP block 4, SENP1 inh 2, mIAP act 0.96, hIAP act 0.92, hIAP block 8, APOBEC3G inh 0, beta cell repl -1, NALP3 yeast inh 9 and A3A deaminase 7.
Screening N#Cc1ccccc1NC(=O)Nc1ccccc1 returned mIAP block -18, SENP1 inh 1, mIAP act 1.2, hIAP act 1.2, hIAP block -16, APOBEC3G inh -4, beta cell repl 1, NALP3 yeast inh -6 and A3A deaminase -6.
O=C(NCc1ccco1)c1ccc(C(F)(F)F)cc1 was read as mIAP block 4, SENP1 inh 0, mIAP act 0.96, hIAP act 0.93, hIAP block 7, APOBEC3G inh -3, beta cell repl -2, NALP3 yeast inh 6 and A3A deaminase 3.
For CCOc1ccc(-c2cc(CCCC(=O)NCc3ccc(C)cc3)no2)cc1 the results were mIAP block 5, SENP1 inh -1, mIAP act 0.95, hIAP act 0.95, hIAP block 5, APOBEC3G inh 0, beta cell repl -3, NALP3 yeast inh 16 and A3A deaminase 1.
`O=C(O)CCCn1cc(NC(=O)c2ccc(F)cc2)cn1` gave mIAP block -5, SENP1 inh 0, mIAP act 1.1, hIAP act 1, hIAP block -3, APOBEC3G inh -3, beta cell repl -2, NALP3 yeast inh 3 and A3A deaminase 0.
